Screening results from PubChem.
14-3-3 PPI – 14-3-3 gamma protein interaction modulation | inhibition, % at 40 µM | FP, 14-3-3gamma / TMR-pS259-Raf peptide binding | 160,000 tested, 0.19% active | P61981; in the data active = inhibition above about 30%;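 note: 0% = protein plus tracer without compound and 100% = blank with tracer alone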
Target sequence (P61981 whole entry, looked up): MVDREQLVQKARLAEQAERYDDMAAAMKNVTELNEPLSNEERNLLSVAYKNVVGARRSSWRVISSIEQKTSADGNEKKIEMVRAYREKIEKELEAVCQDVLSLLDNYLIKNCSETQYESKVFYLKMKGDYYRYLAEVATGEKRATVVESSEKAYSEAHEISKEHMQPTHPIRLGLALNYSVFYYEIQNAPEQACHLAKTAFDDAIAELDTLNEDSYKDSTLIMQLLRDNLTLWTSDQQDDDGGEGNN
* hit, by the source's call; & = joins results of further samples. The list is partial; rates above refer to the full screens.

14-3-3 PPI	compound
4.6	Cc1ccc(NC(=O)C2C3C=CC4(O3)C2C(=O)N(CCC(C)C)C4C(=O)NC2CCCCC2)cc1 (centres undefined)
-7.0	CCOc1cc(-c2nc3ccccn3c2N=Cc2cc([N+](=O)[O-])ccc2Cl)ccc1O
1.5	Cc1ccc(S(=O)(=O)N(CCc2ccccc2)CC(=O)N2CCCC2)cc1
-5.2	O=C(NCC(=O)N(Cc1ccc(F)cc1)C(C(=O)NC1CCCC1)c1ccco1)c1ccco1 (centres undefined)
-9.2	Cc1ccc2cc(CN(Cc3ccc4c(c3)OCO4)Cc3nnnn3Cc3ccco3)c(=O)[nH]c2c1C
-7.3	Cc1cccc(C)c1NC(=O)CSc1nnc(-c2ccoc2C)n1CCc1ccccc1
-8.0	CC(=O)OCCn1ccc(=O)[nH]c1=O
2.2	COc1ccc(-c2cn3cccnc3n2)cc1NC(=O)C1CCCC1
-1.9	CCOC(=O)C1=C(C)NC2=C(C(=O)c3ccccc32)C1c1cccnc1 (centres undefined)
-12.0	CC(=O)N(Cc1ccc(C(C)C)cc1)c1ccc2oc(-c3ccccc3)nc2c1
-3.2	COc1ccccc1OCC(=O)Nc1oc(-c2ccccc2)c(-c2ccccc2)c1C#N
3.3	CCN(C(=O)CCNC(=O)Cn1cnc2ccccc2c1=O)c1cccc(C(F)(F)F)c1
-12.1	O=C(CCN1CCCCC1)N1N=C(c2ccc(Br)cc2)CC1c1ccc(Br)cc1 (centres undefined)
-5.1	CC1=CC(C)(C)N2C(=O)C3(C(C#N)=C(N)Oc4cc(O)ccc43)c3cccc1c32 (centres undefined)
-6.3	COc1cc([N+](=O)[O-])ccc1NC(=O)c1c(-c2ccccc2Cl)noc1C
-12.6	O=C(Nc1cccc(C(=O)N2CCCC2)c1)c1ccccc1
0.7	Nc1nnc(SCC(=O)Nc2cc(C(F)(F)F)cc(C(F)(F)F)c2)s1
-3.2	O=C(CCSCc1ccccc1Cl)N1CCN(c2cccc(C(F)(F)F)c2)CC1
14.8	CCn1c(SC(C)C)nc2c1c(=O)[nH]c(=O)n2C
-3.4	CCOC(=O)c1c(NC(=O)c2cccc(C)c2)sc2c1CCCC2
-4.0&-13.1	CCN(CC)CCNC(=O)c1nn(-c2ccc(C)cc2)c(=O)c2c1c1ccccc1n2C
-2.9	CCOc1cc(-c2nc(-c3ccccc3OC)no2)cc(OCC)c1OCC
-8.9&2.9	CN(C)CCCN1c2ccccc2CCc2ccc(Cl)cc21
-0.7	CCc1ccccc1NC(=O)c1cc(S(=O)(=O)NC2CCCC2)ccc1F
-5.0	COC(=O)C(C)Sc1nc2sc3c(c2c(=O)n1-c1ccccc1)CC(C)(C)OC3 (centres undefined)
-0.4	COCCn1c(SCC#N)nnc1-c1ccccc1
-8.2	COCCCNC(=O)CN1C(=O)COc2ccccc21
-17.8	COc1ccc(C2=NN(c3ccc([N+](=O)[O-])cc3)C(c3ccc(F)cc3)C2)cc1 (centres undefined)
-6.9	COC(=O)CSc1cc(C(=O)c2nccn2C)c2ccccc2n1
-10.8	CCC1Oc2ccccc2N(CC(=O)NCc2ccc3c(c2)OCO3)C1=O (centres undefined)

In the list so far, these have a thiophene ring, fused or not:
14-3-3 PPI	compound
-3.4	CCOC(=O)c1c(NC(=O)c2cccc(C)c2)sc2c1CCCC2
-5.0	COC(=O)C(C)Sc1nc2sc3c(c2c(=O)n1-c1ccccc1)CC(C)(C)OC3 (centres undefined)

Returning to the listing with the three entries that preceded the break.
14-3-3 PPI	compound
-17.8	COc1ccc(C2=NN(c3ccc([N+](=O)[O-])cc3)C(c3ccc(F)cc3)C2)cc1 (centres undefined)
-6.9	COC(=O)CSc1cc(C(=O)c2nccn2C)c2ccccc2n1
-10.8	CCC1Oc2ccccc2N(CC(=O)NCc2ccc3c(c2)OCO3)C1=O (centres undefined)
-26.1	CCOC(=O)c1sc(NC(=O)CSc2nncs2)c(C(=O)OCC)c1C
-14.0	Cc1nn(-c2ccccc2)c2c1P(=O)(O)/C(=C1\N(C)c3ccccc3C1(C)C)C=N2
-9.2	O=C(O)c1ccc(NS(=O)(=O)c2ccc(Cl)c(Cl)c2)cc1O
-12.4	COc1ccc(Nc2ncc(C(=O)Nc3cc(Cl)c(OC)cc3OC)c3ccccc23)cc1
1.9	COC(=O)C1=CC2([N+](=O)[O-])CN(CC(=O)O)CC([N+](=O)[O-])(C1)C2 (centres undefined)
-11.7	Cc1c(Cc2ccc(Cl)cc2)c(N2CCOCC2)n2c(nc3ccccc32)c1C#N
-3.7	CC1(C)CC(=O)N(CC(=O)NC2CCCC2)c2ccccc2S1(=O)=O
0.5	COc1ccc(Br)cc1S(=O)(=O)NCCCN1CCOCC1
0.8	COC(=O)c1cc([N+](=O)[O-])nn1Cc1ccccc1
0.5	COc1ccc(S(=O)(=O)N2CCSC2c2cc(OC)ccc2OC)cc1 (centres undefined)
-1.7	CCN(Cc1ccccc1)S(=O)(=O)c1cccc2nsnc12
-4.4	FC(F)(F)c1c(Cl)nc(N2CCCCCC2)c(Cl)c1Cl
-3.2	CCCNC(=O)c1c(O)c2c([nH]c1=O)CCCC2
-2.0	C=CCN1C(=O)CN=C1Nc1ccc(OC)cc1OC
5.9	CCCOc1ccc(C2CC(=O)Nc3cc4c(cc32)OCO4)cc1 (centres undefined)
-4.5	Cc1sc2ncn(CC(=O)Nc3ccc(C(C)C)cc3)c(=O)c2c1S(=O)(=O)N1CCC(C)CC1
3.7	N#Cc1c(N2CCN(C(=O)c3ccc([N+](=O)[O-])cc3)CC2)nc(-c2ccccc2)c2c1CCCC2
-2.4	Cc1nc2c(=O)oc3ccccc3c2n1-c1ccccc1
-2.3	C[n+]1ccccc1C=Cc1ccc(O)cc1
-9.1	c1ccc(-c2nc(N3CCOCC3)c3ccccc3n2)nc1
4.2	CC1=C(C(=O)OC2CCCC2)C(c2cc3c(cc2Br)OCO3)NC(=O)N1 (centres undefined)
-2.4	COc1ccccc1N1C(=O)C2C(C1=O)C1(C)CC2(C)CC1=O (centres undefined)
3.3	Cc1sc2ncn(CC(=O)N3CCN(c4ccccc4Cl)CC3)c(=O)c2c1C
-23.5&-17.8	CCN(CCCNC(=O)c1[nH]c(C)c(C(C)=O)c1C)c1cccc(C)c1
-4.7	Cc1ccc(S(=O)(=O)NCCNC(=O)N2CCOCC2)cc1
-0.1	CCC(C)N1C(=O)CN(C2CCCCCC2)C(=O)C1c1ccc(F)cc1 (centres undefined)
0.6	O=C(Nc1ccccc1C(F)(F)F)c1nn2c(c1Br)NC(c1cccs1)CC2C(F)(F)F (centres undefined)
0.4	COc1ccccc1NC(=O)c1ccc2c(c1)C(=O)N(c1ccc(Br)cc1)C2=O
-5.9	O=C(O)c1cccc(S(=O)(=O)N2CCOCC2)c1
-2.4	CCN(CC)C(=NS(=O)(=O)c1ccccc1)c1ccc(Cl)cc1
-15.7	Cc1cccc(N2C(=O)CSC23C(=O)Nc2ccc(Br)cc23)c1 (centres undefined)
3.9	COc1cc2ccccc2cc1C(=O)Nc1ccc(-c2cc3ccccc3oc2=O)cc1
-7.5	CCOC(=O)c1c(NC(=O)C(c2ccccc2)c2ccccc2)sc(C(C)=O)c1C
-1.6	COc1cccc(OCC(O)CN2CC(C)OC(C)C2)c1 (centres undefined)
-3.4	Cc1ccccc1Nc1cc(C(=O)NCc2cccnc2)c2ccccc2n1
-9.6	CCOC(=O)c1cnc2nc[nH]n2c1=O
-7.4	Cc1ccc(-n2nc3c(c2NC(=O)c2ccc(C(C)(C)C)cc2)CS(=O)(=O)C3)cc1
7.9	CC(C)N(C(=O)Cn1c(CCCO)nc2ccccc21)c1ccccc1
-26.0	COc1cccc(C2Nc3ccccc3-c3nnc(SCc4ccccc4)nc3O2)c1 (centres undefined)
-6.7	CC(=O)N1N=C(c2ccco2)CC1c1cc2cc(C)ccc2[nH]c1=O (centres undefined)
-18.7	C=CCNCc1cccn1-c1sc2c(c1C#N)CCCC2
-2.7&0.1	O=C(CSc1nnc(-c2ccco2)o1)N1CCOCC1
-1.1	Cc1ccc2c(c1)-c1c(cnn1CC(=O)N1CCCN(Cc3ccccc3F)C1)CO2
0.5	Cc1cc(N2C(=O)C(=O)/C(=C(/O)c3ccccc3)C2c2cccs2)no1 (centres undefined)
-18.4	CCOc1ccc(N(C)S(=O)(=O)c2ccc3[nH]cc(C(=O)N4CCCCC4CC)c(=O)c3c2)cc1 (centres undefined)
-3.0	O=C(NCc1ccccc1)c1ccc2c(=O)n(-c3ccccc3)c(=S)[nH]c2c1
6.8	COc1ccccc1NC(=O)c1sc2ncnc(N3CCCCC3C)c2c1C (centres undefined)
-3.4	Oc1ccc(N2CCN(C(c3cccs3)c3nnnn3CCc3ccccc3)CC2)cc1 (centres undefined)
-0.8	C=CCn1c(SCC(=O)NC2CCCCC2)nnc1C(C)NC(=O)c1cccs1 (centres undefined)
-7.3	O=C(c1cccnc1)N1CCc2ccccc21
-3.5	CCOC(=O)c1cc(-c2ccccc2)sc1NC(=O)C(C(C)C)N1C(=O)c2ccccc2C1=O (centres undefined)
1.6	Cc1ccnc(Nc2nc(-c3cccnc3)cs2)c1
0.1	Cc1ccc(CCNC(=O)c2ccc(CSCc3ccccc3Cl)o2)cc1
-3.0	COc1ccc(C2C(C(=O)Nc3ccccc3C)=C(C)NC3=C2C(=O)CC(c2ccc(OC)c(OC)c2)C3)cc1O (centres undefined)
-12.9	CCc1ccc(C(=O)Nc2ccc(C(=O)O)cc2)cc1
-3.8	COc1cc2[nH]c(=S)nc(NC3CCCC3)c2cc1OC
-1.6	COc1cc2c(cc1OC)C(COc1ccc3c(C)cc(=O)oc3c1)N(C(=O)c1ccc(Cl)cc1)CC2 (centres undefined)
-3.7	CC(=O)Nc1ccc2nc(SCC(=O)O)sc2c1
-3.1	COCCn1c(=O)[nH]c2cc(C(=O)NCCCN3CCC(C)CC3)ccc2c1=O
-2.7	Cc1ccc(N2CN=c3s/c(=C\c4ccccn4)c(=O)n3C2)cc1

New compounds follow:
14-3-3 PPI	compound
-9.6	Cc1ccc(N2CCCC2=O)cc1
-2.9	Cc1nc(C)c(C(=O)Nc2cccc3ccccc23)s1
0.8	CC(=O)N1c2c(cc(Br)cc2S(=O)(=O)N2CCCC2)CC1C (centres undefined)
-4.2	Cc1cc(C)cc(NC(=O)C2CCN(c3nc(C)cc(C)n3)CC2)c1
-6.2	CCn1cc(C(=O)N2CCC(Cc3ccccc3)CC2)c2cc(OC)c(OC)cc2c1=O
-3.6	CC(=O)Nc1cc(C(=O)NCCN(C)C)ccc1Sc1ccc(Cl)cc1
-6.4	O=C(O)CCC(=O)N1N=C(c2ccc(Cl)cc2)CC1c1cccs1 (centres undefined)
-14.1	Cc1ccc2nc(-c3cccc(NC(=O)c4ccc5c(c4)OCCO5)c3)oc2c1
-3.1&1.9	Cc1cccc(-c2ccc(C=Nc3c(C)n(C)n(-c4ccccc4)c3=O)o2)c1
-7.3	Cc1ccccc1Cn1cc(SCC(=O)N2CCc3ccccc32)c2ccccc21
3.5	COc1ccc(-n2cnc3ccccc3c2=O)cc1
-3.2	CCC1CCCCN1C(=O)c1nn(-c2ccc(OC)cc2)c(=O)c2ccccc12 (centres undefined)
-1.6	CC(C)(C)c1ccc(S(=O)(=O)n2c(CN3CCOCC3)nc3ccccc32)cc1
-27.0	CC(=O)c1ccc(N2C(=O)C3C(C2=O)C(C(=O)c2ccc(Cl)cc2)N2CCCC32)cc1 (centres undefined)
-11.1	CCCCN1CC(O)=C(c2nc3ccccc3s2)C1=N
-4.9&-5.5	Cc1ccc(C2NC(=O)NC(O)(C(F)(F)F)C2C(=O)c2ccccc2)o1 (centres undefined)
-18.4	COC(=O)c1c(NC(=O)CCCC(=O)O)sc(C)c1C
1.1	O=C(O)CC1C(=O)NCCN1C/C=C/c1ccccc1 (centres undefined)
3.7	COc1cccc(C(c2sc3nc(C)nn3c2O)N2CCN(c3ccccc3F)CC2)c1 (centres undefined)
0.8	CC1=C(C(=O)OCCCCl)C(c2ccccc2)NC(=O)N1 (centres undefined)
6.3	CCOC(=O)C1=C(C)NC(C)=C(C(=O)OCC)C1c1cn(-c2ccccc2)nc1-c1ccccc1
15.9	COc1ccc(C(=O)Nc2ccccc2[N+](=O)[O-])cc1Cl
-3.1	O=C(C1=C(Nc2ccccc2)C(=O)N(c2ccccc2)C1c1ccccc1F)c1ccccc1 (centres undefined)
-1.4	COc1ccc(N2C(=O)CC(N3CCN(C4CCc5ccccc5C4)CC3)C2=O)cc1 (centres undefined)
8.2	CC(=O)Nc1ccc(S(=O)(=O)NCC2CCC(C(=O)N3CCN(c4cc(C)ccc4C)CC3)CC2)cc1 (centres undefined)
-0.7	COC(=O)c1ccccc1NC(=O)C1CC(c2ccccc2O)=NO1 (centres undefined)
2.4	O=C(CCSc1ccccc1)Nc1ncccn1
-4.8	CC1=C(C(=O)OCCc2ccccc2)C(c2cccc([N+](=O)[O-])c2)NC(=O)N1 (centres undefined)
-0.7	COc1ccc(NS(=O)(=O)c2cccc3nsnc23)cc1OC
-12.5	CC12c3ccccc3C(C)(c3ccccc31)C1C(=O)N(c3ccc4c(c3)OCO4)C(=O)C12 (centres undefined)

3 compounds out of the list, arranged by count of non-hydrogen atoms, largest number first.
14-3-3 PPI	compound
8.2	CC(=O)Nc1ccc(S(=O)(=O)NCC2CCC(C(=O)N3CCN(c4cc(C)ccc4C)CC3)CC2)cc1 (centres undefined)
3.7	COc1cccc(C(c2sc3nc(C)nn3c2O)N2CCN(c3ccccc3F)CC2)c1 (centres undefined)
-14.1	Cc1ccc2nc(-c3cccc(NC(=O)c4ccc5c(c4)OCCO5)c3)oc2c1

Fetched one by one from the list above, two records:
14-3-3 PPI	compound
-3.1&1.9	Cc1cccc(-c2ccc(C=Nc3c(C)n(C)n(-c4ccccc4)c3=O)o2)c1
-27.0	CC(=O)c1ccc(N2C(=O)C3C(C2=O)C(C(=O)c2ccc(Cl)cc2)N2CCCC32)cc1 (centres undefined)

Going on with the list.
14-3-3 PPI	compound
-2.1	Cc1nc2ccccc2c2oc(C(=O)N3CCc4ccccc4C3)cc12
0.9	CCN(C(=O)c1cc2ccccc2oc1=O)c1ccccc1
-7.1	COc1ccc(C(=O)N2N=C(c3c(-c4ccccc4)c4cc(Br)ccc4[nH]c3=O)CC2c2ccco2)cc1 (centres undefined)
-1.1	Cc1ccc(-c2nnc(Nc3ccc(F)cc3)c3ccccc23)cc1S(=O)(=O)NC(C)(C)C
-3.4	Cc1ccc(CNC(=O)CSc2nc3cc(C(F)(F)F)ccc3s2)cc1
